# High-throughput results as filed in PubChem BioAssay.
# hK5 inh = inhibitors of human kallikrein 5. Q9Y337. AID 873. inhibition, % at 5 µM. hit rate 0.59% among 210,000. recombinant hK5, fluorogenic AMC substrate cleavage;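 active = inhibition of 40% or more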;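 note: 0% = enzyme controls without compound and 100% = no-enzyme blanks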
# Target sequence (Q9Y337 67-293 limits assumed): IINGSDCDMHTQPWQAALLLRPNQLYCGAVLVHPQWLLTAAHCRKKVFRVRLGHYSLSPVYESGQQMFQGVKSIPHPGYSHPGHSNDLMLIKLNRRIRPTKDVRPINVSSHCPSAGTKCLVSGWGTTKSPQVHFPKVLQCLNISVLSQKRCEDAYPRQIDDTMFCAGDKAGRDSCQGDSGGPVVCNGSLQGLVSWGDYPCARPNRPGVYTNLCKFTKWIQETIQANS
# FXIa inh 1536 = factor XIa (human) inhibition | P03951 | purified FXIa, Boc-Glu-Ala-Arg-AMC fluorogenic substrate | inhibition, % at 5 µM | hit rate 0.14% among 220,000;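 active = inhibition of at least 40%; inactive = inhibition below 40%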;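 note: fluorescence of freed AMC excited at 355 nm; 0% = enzyme without compound and 100% = no enzyme blank; many of its hits are not listed in these tables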
# Hck-Nef inh = human Hck-Nef kinase inhibition. P08631. Recombinant Hck-YEEI plus Nef, Z-Lyte FRET kinase assay. inhibition, % at 20 µM. hit rate 0.68% among 220,000;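 active = Hck-Nef kinase inhibition above about 50%, limit read from the data; inactive = inhibition below that limit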;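 note: 0% = DMSO with Hck plus Nef and 100% = Hck alone without Nef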
# Target sequence (P08631 whole entry, looked up): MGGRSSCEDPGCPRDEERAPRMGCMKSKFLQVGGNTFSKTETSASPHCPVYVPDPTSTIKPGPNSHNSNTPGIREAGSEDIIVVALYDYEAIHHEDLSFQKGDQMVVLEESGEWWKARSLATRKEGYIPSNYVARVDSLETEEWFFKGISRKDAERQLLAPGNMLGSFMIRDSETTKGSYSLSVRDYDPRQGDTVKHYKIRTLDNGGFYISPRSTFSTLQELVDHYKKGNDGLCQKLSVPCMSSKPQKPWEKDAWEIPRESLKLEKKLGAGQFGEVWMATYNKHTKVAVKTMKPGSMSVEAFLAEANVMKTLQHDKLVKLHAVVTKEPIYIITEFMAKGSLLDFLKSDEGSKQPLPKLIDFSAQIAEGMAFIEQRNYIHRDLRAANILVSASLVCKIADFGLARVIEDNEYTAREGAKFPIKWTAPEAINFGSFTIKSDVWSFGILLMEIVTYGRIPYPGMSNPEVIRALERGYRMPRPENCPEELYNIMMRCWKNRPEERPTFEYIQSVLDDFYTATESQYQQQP
# Rad51 HR inh = Rad51 (human) homologous recombination inhibition; inhibition, % at 10 µM; hRad51 DNA strand exchange, fluorescence dequenching; AID 1385; hit rate 0.085% among 200,000;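 active = inhibition above 40% at the single screening dose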;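 note: 0% = DMSO control wells and 100% = blanks with heterologous ssDNA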
#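 Test system: preformed human Rad51 ssDNA filaments; also added: Donor/quencher-labelled 47-bp dsDNA substrate; doses: 10 µM final, single point; times: 37 °C 15-min filament assembly, 30-min compound preincubation, 15-min exchange; detection: FRET fluorescence dequenching, excitation 485 nm, emission 520 nm; read-out basis: Fluorescence-based percent inhibition, control- and blank-normalised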
# KCC2 mod = KCC2 (human) Cl- transport modulation; KCC2 cells, thallium flux FluoZin-2 fluorescence; hit rate 2.2% among 190,000; B-score of Tl+ flux slope (higher = more flux/activation; lower = inhibition) at 10 µM;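 active = thallium flux slope and its plate-corrected score both differing from the plate sample mean at a set confidence after two filtering rounds, in either direction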;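 note: slope of fluorescence scaled to starting intensity during 10 to 20 s after thallium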
# FXIIa inh = inhibitors of human coagulation factor XIIa; P00748; purified FXIIa, Boc-QGR-AMC fluorogenic substrate, 2 h; inhibition, % at 5 µM; hit rate 0.3% among 220,000; in the data active = inhibition above about 40%;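 note: 0% = enzyme with no compound and 100% = blank without enzyme; many of its hits are not listed in these tables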
# TNF death inh = blocks TNF-alpha induced death of Jurkat FADD-/- cells | activation (protection from cell death), % at 10 µM | AID 463075 | Jurkat FADD-/- TNF necroptosis rescue, ATP luminescence, 24 h; 0 = TNF only, 100 = no-TNF cells | hit rate 0.068% among 220,000;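 active = activation, meaning protection from cell death, of at least 50% relative to plate controls; inactive = activation below 50%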;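 note: necroptosis triggered by 40 ng/mL TNF-alpha added together with compound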
# zVAD death inh = blocks zVAD induced death of L929 cells; L929 zVAD necroptosis rescue, ATP luminescence, 24 h; with zVAD 60 µM; viability rescue, % at 10 µM; hit rate 0.38% among 220,000;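 active = activation, scaled between plate controls, above about 75%, limit read from the data; inactive = activation under that limit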;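 note: 0% = zVAD with DMSO and 100% = DMSO alone without zVAD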
# Thrombin inh = thrombin (human) inhibition; P00734; alpha-thrombin, Boc-VPR-AMC fluorogenic substrate cleavage; inhibition, % at 5 µM; hit rate 0.26% among 220,000; AID 1046;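 active = inhibition at or above 40%; inactive = inhibition below 40%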;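 note: 0% = enzyme with no compound and 100% = wells without enzyme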
#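 Assay system: human alpha-thrombin enzyme. Reagent: Boc-VPR-AMC substrate, 15 µM final. Compound dosing: one concentration per compound, 5 µM, with 0.2% DMSO. Incubation: room-temperature reaction. Technique: AMC fluorescence, 355/460 nm. Measure: % inhibition relative to enzyme controls and enzyme-free blanks.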
# Starred values were filed as active, the others as inactive; i = inactive; . = not tested or not shown. Not all compounds are listed; count on the stated rates, not on these rows.
# Each structure is followed by: Thrombin inh	FXIIa inh	zVAD death inh	hK5 inh	Hck-Nef inh	TNF death inh	KCC2 mod	Rad51 HR inh	FXIa inh 1536
O=C(O)c1nccnc1C(=O)Nc1ccc(S(=O)(=O)N2CCOCC2)cc1
  2	9	0.8	7	8	0.1	1.1	16	10
O=C(O)C1=C[C@@H](c2ccc(Br)cc2)C[C@@H](OCc2ccc(CO)cc2)O1
  0	7	0.4	1	9	1.0	0.056	-6	1
O=C(CCC(=O)Nc1ccc(Cl)cc1Cl)NNC(=O)[C@@H]1CCCC[C@@H]1C(=O)O
  -7	-2	1.3	-6	0	1.1	.	17	-10
Nc1c(C(=O)N/N=C/c2ccc(OCc3ccccc3)cc2)cnn1-c1ccccc1
  -4	2	0.9	-2	26	-0.2	2.3	12	-1
COc1ccc(C2(CNC(=O)c3ccco3)CCOCC2)cc1
  -2	-2	0.1	-1	0	-0.2	1	1	-9
O=C(Nc1c(S(=O)(=O)c2ccc(Cl)cc2)csc1Br)c1ccccc1Cl
  -4	-1	-0.7	-6	13	1.8	-1.4	14	-5
COc1ccccc1N=Nc1[nH]c2ccc(C)cc2c1O
  -9	7	0.8	-17	1	1.4	-0.29	8	5
CNS(=O)(=O)c1ccc(N2CCCC2=O)c([N+](=O)[O-])c1
  -14	0	0.0	-14	5	1.4	1.1	-2	2
CC1CCN(c2cc(N3CCN(C(=O)c4ccc(F)c(F)c4)CC3)c([N+](=O)[O-])cc2F)CC1
  -4	1	0.4	-12	1	-0.8	0.2	23	7
COc1ccccc1/C=N/NC(=O)c1ccc(CN2C(=O)c3cccc4cccc2c34)cc1
  -4	4	0.1	-2	12	-2.5	0.041	-9	-1
Cc1cc(NC(=O)CSc2nnc(Nc3ccccc3F)s2)no1
  -10	1	1.6	-4	0	1.2	-1.6	-4	-7
Cc1ccc(C(=O)/C=C/c2ccc3c(c2)OCCO3)c(O)c1
  -1	7	0.3	9	18	0.7	1.1	12	4
N#CC(C(N)=O)=C1CCCCC1
  -2	2	0.1	2	-6	1.9	0.75	-19	1
O=c1c2cc(NC(=S)NC3CC3)ccc2nc2n1CCCCC2
  -9	3	2.3	-7	-12	0.3	0.043	-3	-4
COc1ccc(C(=O)Nc2ccc(Cl)cc2C(=O)NCCN2CCOCC2)cc1
  1	2	7.4	-11	0	1.6	0.56	8	-6

# Among those listed so far, these contain bromine.
# Each structure is followed by: Thrombin inh	FXIIa inh	zVAD death inh	hK5 inh	Hck-Nef inh	TNF death inh	KCC2 mod	Rad51 HR inh	FXIa inh 1536
O=C(O)C1=C[C@@H](c2ccc(Br)cc2)C[C@@H](OCc2ccc(CO)cc2)O1
  0	7	0.4	1	9	1.0	0.056	-6	1
O=C(Nc1c(S(=O)(=O)c2ccc(Cl)cc2)csc1Br)c1ccccc1Cl
  -4	-1	-0.7	-6	13	1.8	-1.4	14	-5

# Remaining list, next part.
# Each structure is followed by: Thrombin inh	FXIIa inh	zVAD death inh	hK5 inh	Hck-Nef inh	TNF death inh	KCC2 mod	Rad51 HR inh	FXIa inh 1536
C=C1C(C(=O)N2CCOCC2)C1C(=O)N1CCOCC1 (stereo unspecified)
  16	1	-0.1	18	1	1.0	0.86	-2	9
COc1ccc(NC(=O)C(c2ccc(OC)cc2)N(C)C(=O)CNC(C)=O)cc1 (stereo unspecified)
  -1	13	-0.2	11	3	-0.6	-1.1	3	-4
Nc1nonc1C(=O)OCC(=O)N1CCCCC1
  -3	5	0.3	-23	2	-2.9	1.1	-6	-1
O=C(Nc1ccc(Cc2ccncc2)cc1)c1cc([N+](=O)[O-])ccc1N1CCOCC1
  -3	7	3.3	-6	21	2.9	-2.1	6	-4
COC(=O)c1cccc(N(C(=O)c2cnccn2)C(C(=O)NC2CCCCC2)c2cn(C)nc2C)c1 (stereo unspecified)
  -6	20	-0.6	-9	0	-3.0	.	-3	1
CCOC(=O)Cc1nn(Cc2nc(-c3ccc(C#N)cc3)cs2)c(=O)c2ccccc12
  -4	0	-0.2	0	6	-12	-1.8	-4	-7
CC1(C)CN(c2ccc(C(=O)c3ccccc3)cc2)C1=O
  0	13	0.0	20	2	0.1	0.68	6	11
Cc1ccccc1NC(=O)CN1C(=O)C2C3CC(C(Br)C3Br)C2C1=O (stereo unspecified)
  -8	9	1.0	-9	-1	2.0	2.1	-1	4
NS(=O)(=O)c1ccc(-c2ccc(C=O)o2)cc1
  3	4	1.6	-2	22	-0.7	2	.	-3
O=C(NCCCN1CCOCC1)C(=O)NCc1ccc(Cl)cc1
  3	6	-0.2	-7	6	2.1	0.61	14	2
CC(Cc1ccsc1)NC(=O)CCc1nnc(COc2ccccc2)o1 (stereo unspecified)
  -8	8	25	5	19	0.6	-0.44	3	0
O=C(c1ccc2c(c1)OCO2)C1CCCN(Cc2cn[nH]c2-c2ccccc2)C1 (stereo unspecified)
  -1	10	-0.6	.	-8	0.7	i	-23	3
CCOC(=O)c1c[nH]c2c(C)ccc(Cl)c2c1=O
  5	12	0.4	-2	-8	-0.3	0.17	16	12
COc1ccccc1CNn1c(-c2cccc(C)c2)nc2ccccc2c1=O
  -5	1	-0.7	-17	0	-2.1	.	9	-8
O=C(O)c1cc(-c2ccccc2)c(N2CCOCC2)s1
  2	16	-0.3	-1	1	-8.8	-0.095	-1	1
O=C(CN1C(=O)CSCC1=O)Nc1ccc2c(c1)OCO2
  -1	8	1.0	-3	6	1.1	0	2	10
c1ccc(C2=Nn3c(nnc3-c3cccs3)SC2)cc1
  -4	6	-0.8	-2	19	-2.6	-0.33	0	-2
CCC(C)(C)NC(=O)C(c1ccc(F)cc1)N(Cc1ccco1)C(=O)CCC(=O)Nc1ccccn1 (stereo unspecified)
  -6	-11	1.2	-22	-2	-0.1	-0.73	17	-5
COc1ccc(OCCOCCN2CCOCC2)cc1
  -1	21	0.2	-22	1	0.2	0.68	1	16
CSc1n[nH]c(NC2=CC(=O)CCC2)n1
  5	7	-0.2	-3	2	0.1	0.48	-8	-1
O=C(Nc1ccc(Cl)cc1)Nc1cccc(C(=O)O)c1
  .	11	1.7	1	24	1.4	0.28	-9	5
Cc1noc(C)c1COc1ccc(C(=O)OC(C)C(=O)Nc2ccc(N3CCOCC3)cc2)cc1 (stereo unspecified)
  0	10	-0.2	-4	1	2.0	.	-5	6
COc1cc(/C=C2\SC(=S)N(NS(=O)(=O)c3ccc(C)cc3)C2=O)cc(OC)c1OC
  -17	2	2.0	-2	24	2.8	7.8*	.	-1
CCN(CC)C(=O)N1CCC(NC(=O)Cc2ccccc2)CC1
  0	8	1.2	2	2	1.3	.	0	7
CC(=O)Nc1ccc(S(=O)(=O)N2CCN(Cc3cccs3)CC2)cc1
  -3	2	1.4	-5	-8	3.3	-1.2	-14	-4
C/C(=N\OC(=O)c1c(-c2ccccc2Cl)noc1C)c1nccs1
  0	5	-0.2	.	1	-2.6	.	.	1
CCSc1nnc(NC(=O)C2(C)Cc3ccccc3C(=O)O2)s1 (stereo unspecified)
  0	12	0.1	2	-1	-1.4	1.1	5	3
NC(=O)CSc1nc(-c2ccccc2Cl)ns1
  2	19	-0.1	-4	1	-0.7	0.026	-5	0
O=c1nc2sc3ccccc3n2c(=O)n1-c1ccc(Cl)cc1
  -10	7	3.1	-6	-6	0.7	-0.017	-3	-8
Cn1nc(OCCOc2ccccc2)ccc1=O
  -1	5	2.3	1	-10	-0.4	0.057	1	3
Cc1cc(NC(=O)c2cccc(S(=O)(=O)N3CCOCC3)c2)c2ccccc2n1
  -1	30	0.1	-10	-1	0.2	-0.069	-2	-12
CCOC(=O)c1ccc(-c2ccc(/C=C(\C#N)C(=O)NCc3cccs3)o2)cc1
  -6	2	0.2	-20	9	2.2	0.29	-2	-4
C=C(C)CNC(=S)N/N=C(\C)c1ccc(-n2ccnc2)cc1
  2	13	-2.0	-17	24	-4.7	-0.23	8	-1
CCOC(=O)C(NC(=O)Nc1ccc(F)cc1)(OCC)C(F)(F)F (stereo unspecified)
  -8	-3	0.0	-24	-1	-1.9	0.47	23	-4
COc1ccc(CCNC(=O)CSCc2c(F)cccc2Cl)cc1OC
  -3	-1	0.7	-14	-14	1.2	-0.043	-1	-2
CCOc1ccc2[nH]c(=O)c(C(c3nnnn3CC3CCCO3)N3CCc4ccccc4C3)cc2c1 (stereo unspecified)
  -5	-2	-0.7	4	-1	-3.5	-0.17	6	-4
CC1=NN(c2ccccc2)C(=O)C1N=Nc1ccc(S(N)(=O)=O)cc1 (stereo unspecified)
  -5	2	1.3	5	6	-4.1	0.35	18	-9
O=C(COc1ccc(Cl)cc1)Nc1ncccn1
  1	11	-0.4	1	-8	-0.2	-0.65	-9	7
Cn1cnc([N+](=O)[O-])c1Oc1ccc2ccccc2c1
  4	17	-0.6	-6	2	-3.0	-1	-4	14
O=C1CC(SCc2nc3ccccc3[nH]2)C(=O)N1c1cccc(F)c1 (stereo unspecified)
  5	22	0.1	2	-9	0.7	0.44	.	16
CC(C)c1ccc(NC(=O)CSc2n[nH]c(=O)n2-c2ccc3c(c2)OCCO3)cc1
  -6	2	53	1	7	4.6	-0.01	5	-10
Cc1cccc(NC(=S)NNC(=O)CCn2nc(C)c([N+](=O)[O-])c2C)c1
  6	18	-0.1	-48	-10	0.3	0.0087	-2	10
CCCc1cc(C(=O)Nc2ccc(C)cc2)no1
  -3	11	2.1	-17	20	1.9	0.093	-2	3
Cc1ccc(NC(=O)CSc2nnc(C)c(=O)n2N)cc1
  -26	8	0.9	-5	17	2.7	1.1	-10	-7
CCOc1cc(CNCc2ccncc2)cc(Cl)c1OC
  -6	9	-0.1	-23	6	1.5	-0.22	.	11
COc1ccc(C(=O)/C=C/Nc2ccc(S(=O)(=O)Nc3nc(C)cc(C)n3)cc2)cc1OC
  -4	9	2.9	16	23	1.0	0.00089	0	3
COc1c2ccoc2nc2c(OC)c(OCC(O)C(C)(C)O)ccc12 (stereo unspecified)
  -8	-1	0.3	-5	0	-0.7	-0.65	7	-12
Cc1ccccc1NC(=O)c1cccc(Cn2cc(Br)c([N+](=O)[O-])n2)c1
  -2	6	0.1	-5	-1	42	-0.17	4	-2
Clc1cccc(Cl)c1CON/C=N/c1ncnc2sccc12
  3	9	0.0	-25	1	-5.0	-0.48	.	-1
CC(C)(C)CC(C)(C)NCC(O)COc1c(F)cc(Br)cc1F (stereo unspecified)
  5	16	0.6	0	0	-0.6	0.79	-3	3
CSCCC(N=C(NS(=O)(=O)c1ccc(C)cc1)c1ccccc1)C(=O)O (stereo unspecified)
  -16	1	0.0	-4	17	-1.6	-0.0045	.	-4
COC(=O)c1ccccc1NC(=O)CN1CCC(C(=O)c2ccc3c(c2)OCCO3)CC1
  -4	23	0.0	-7	-3	-2.5	-1.8	-96	3
CCOC(=O)C1CCN(C(=O)CSc2cc(=O)n(CC)c3ccccc23)CC1
  15	21	-0.4	35	1	-4.4	.	0	10
Cc1ccccc1-n1c(SCc2cccc(F)c2)nc2[nH]ncc2c1=O
  -4	19	0.6	8	2	-0.1	-1.4	-1	19
